# Assay outcomes from PubChem.
# ERp5 inh = ERp5 (human) disulfide isomerase inhibition | Q15084 | ERp5 insulin aggregation, absorbance 650 nm, 90 min | inhibition, % at 9.99 µM | 350,000 compounds, 0.05% hits | AID 651711;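 active means mean replicate inhibition above about 25%, with every replicate also reaching it, limit read from the data, passing the limit was not always enough; inconclusive means only one of those two criteria met; inactive means neither criterion met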
# Target sequence (Q15084 whole entry, looked up): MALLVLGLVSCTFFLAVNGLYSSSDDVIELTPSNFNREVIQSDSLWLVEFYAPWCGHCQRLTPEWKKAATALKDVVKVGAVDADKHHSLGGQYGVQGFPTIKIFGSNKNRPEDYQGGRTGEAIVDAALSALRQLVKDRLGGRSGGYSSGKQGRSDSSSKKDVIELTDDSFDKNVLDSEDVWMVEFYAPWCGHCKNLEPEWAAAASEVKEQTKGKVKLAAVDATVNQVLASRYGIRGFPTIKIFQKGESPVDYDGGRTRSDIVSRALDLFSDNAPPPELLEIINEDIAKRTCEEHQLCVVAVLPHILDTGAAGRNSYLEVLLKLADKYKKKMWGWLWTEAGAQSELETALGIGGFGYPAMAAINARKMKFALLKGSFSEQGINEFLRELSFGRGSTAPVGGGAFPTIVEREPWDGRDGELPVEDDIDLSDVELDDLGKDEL
# DENV2 CPE = inhibitors of DENV2 cytopathic effect; AID 651640; CPE inhibition, % at 9.99 µM; 350,000 compounds, 1.7% hits; DENV2-infected cells, cytopathic effect rescue, plate reader; in the data active means CPE inhibition above about 20%, passing the limit was not always enough; inconclusive means no clear call, values can overlap the other calls; tested in BHK-21 cells;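 further: 0% = median of neutral control wells and 100% = median of positive control wells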
# SIRT5 block = sirtuin-5 (human) deacylase inhibition. 330,000 compounds, 1.1% hits. Purified SirT5, succinyl-peptide AMC, trypsin-coupled fluorescence. Q9NXA8. inhibition, % at 15 µM; in the data active means inhibition above about 15%; inconclusive means no clear call, values can overlap the other calls
# Target sequence (Q9NXA8 whole entry, looked up): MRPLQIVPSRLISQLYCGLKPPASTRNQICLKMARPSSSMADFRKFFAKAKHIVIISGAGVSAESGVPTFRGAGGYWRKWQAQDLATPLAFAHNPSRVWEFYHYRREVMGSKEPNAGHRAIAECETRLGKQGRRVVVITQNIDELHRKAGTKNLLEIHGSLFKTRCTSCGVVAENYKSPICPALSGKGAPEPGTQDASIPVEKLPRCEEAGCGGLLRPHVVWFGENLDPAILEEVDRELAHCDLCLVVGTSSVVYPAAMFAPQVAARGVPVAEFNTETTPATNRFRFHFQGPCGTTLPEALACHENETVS
# Statin myotox sup = protects C2C12 myotubes from simvastatin toxicity | 330,000 compounds, 0.78% hits | rescue of ATP level, % at 7.49 µM | ATP luminescence, 48 h; scaled: DMSO 0, geranylgeraniol control 100;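 active means mean ATP rescue above about 67%, or every replicate alone reaching that limit, limit read from the data, passing the limit was not always enough; inconclusive means no clear call, values can overlap the other calls; inactive means mean under the limit and some replicate under it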;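 further: myotubes were challenged with 10 µM simvastatin during compound exposure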
# PglD inh = inhibitors of Campylobacter jejuni PglD acetyltransferase | purified PglD enzyme, DTNB colorimetric CoA detection | inhibition, % at 12.5 µM | 360,000 compounds, 0.098% hits | AID 602405; in the data active means inhibition above about 16%, passing the limit was not always enough; inconclusive means no clear call, values can overlap the other calls; further: strong numbers were not always called active
# E-sel inducer = induces E-selectin expression in human endothelial cells; P16581; HUVEC E-selectin immunofluorescence imaging; normalized: neutral wells 0, TNF-alpha wells 100; activation, % at 7.58 µM; 260,000 compounds, 0.37% hits;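 active means mean E-selectin-positive cell signal at least 10% of the positive control, reached in at least 60% of replicates, without over 20% cell loss; inconclusive means no rule given, readout overlaps actives, possibly toxicity-flagged; inactive means the rest, including those meeting only one limit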;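 further: in these data hits start at about 27%; measured in HUVEC primary endothelial cells; signal is the percent of cells scored E-selectin positive by PE staining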
#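 Read-out basis: % PE-positive cells; Test system: HUVEC primary endothelial cells; Technique: immunofluorescence imaging; Dosing: single-point compound dose.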
# S100A4 MyoIIA = S100A4-myosin IIA interaction inhibition. P26447. S100A4/TAMRA-MyoIIA peptide fluorescence polarization. inhibition, % at 10.7 µM. 360,000 compounds, 0.14% hits;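 active means mean inhibition of at least 70% across replicates, with every replicate also reaching that level; inconclusive means mean inhibition reaches 70% but some replicates fall short; inactive means mean inhibition below 70%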
# Target sequence (P26447 whole entry, looked up): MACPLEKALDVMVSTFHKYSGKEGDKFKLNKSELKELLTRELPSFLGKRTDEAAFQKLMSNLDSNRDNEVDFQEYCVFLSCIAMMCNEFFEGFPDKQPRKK
#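 Material: S100A4 monomer protein / Buffer or medium: 50 mM HEPES pH 7.2, 10 mM CaCl2, 100 mM KCl / Times: 5 min incubation before reading / Benchmarks: neutral control DMSO, positive control TFP / Reagent: labelled myosin peptide probe, 5 nM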
# Numbers without * were called inactive; ? = inconclusive; . = not tested or not shown; & = joins results of further samples. A portion of the library; rates above refer to the full screens.
Compound,ERp5 inh,DENV2 CPE,SIRT5 block,Statin myotox sup,PglD inh,E-sel inducer,S100A4 MyoIIA
Cc1ccc(S(=O)(=O)Nc2ccc3c(c2)C(=O)N([C@@H](C)CO)C[C@@H](C)[C@H](CN(C)C(=O)CCC(F)(F)F)OCCCC[C@H](C)O3)cc1,1,7,2,.,-4,.,-31
COc1ccc(S(=O)(=O)N2CCOC23CCN(S(=O)(=O)c2ccc(F)cc2)CC3)cc1,2,3,-4,-14,11,-0.7,-4
CO[C@H](CN(C)C(=O)c1ccc2c(c1)OCO2)[C@H](C)CN([C@@H](C)CO)S(=O)(=O)c1ccc(F)cc1,4,6,-2,5,3,-0.1,-13
C[C@H]1CN([C@@H](C)CO)C(=O)Cc2cc(NS(=O)(=O)c3ccc(F)cc3)ccc2O[C@@H]1CN(C)S(C)(=O)=O,12,46*,2,27,2,0.0,-3
O=C(NCc1ccccn1)c1cccc(NS(=O)(=O)c2ccccc2)c1,2,2,-2,-4,-5,.,-5
COc1cccc(CN(C)C[C@@H]2OCc3ccccc3-c3c(n(C)c4ccccc34)C(=O)N([C@H](C)CO)C[C@H]2C)c1,-7,12,29*,.,.,0.3,-8
CCNC(=O)[C@@H]1[C@@H](CO)[C@@H]2Cn3c(ccc(C4=CCCCC4)c3=O)[C@@H]2N1C(=O)c1cnccn1,1,9,4,-2,2,-0.4,-3
COc1ccc(NC(=O)N(C)C[C@H]2OCCCC[C@@H](C)Oc3ccc(NC(=O)Nc4ccccc4)cc3C(=O)N([C@H](C)CO)C[C@H]2C)cc1,-4,-4,0,.,1,0.3,-13

# Molecules shown so far containing four or more nitrogen atoms:
Compound,ERp5 inh,DENV2 CPE,SIRT5 block,Statin myotox sup,PglD inh,E-sel inducer,S100A4 MyoIIA
CCNC(=O)[C@@H]1[C@@H](CO)[C@@H]2Cn3c(ccc(C4=CCCCC4)c3=O)[C@@H]2N1C(=O)c1cnccn1,1,9,4,-2,2,-0.4,-3
COc1ccc(NC(=O)N(C)C[C@H]2OCCCC[C@@H](C)Oc3ccc(NC(=O)Nc4ccccc4)cc3C(=O)N([C@H](C)CO)C[C@H]2C)cc1,-4,-4,0,.,1,0.3,-13

# Part of the list above, reduced to SIRT5 block:
Compound,SIRT5 block
Cc1ccc(S(=O)(=O)Nc2ccc3c(c2)C(=O)N([C@@H](C)CO)C[C@@H](C)[C@H](CN(C)C(=O)CCC(F)(F)F)OCCCC[C@H](C)O3)cc1,2
COc1ccc(NC(=O)N(C)C[C@H]2OCCCC[C@@H](C)Oc3ccc(NC(=O)Nc4ccccc4)cc3C(=O)N([C@H](C)CO)C[C@H]2C)cc1,0

# Next records.
Compound,ERp5 inh,DENV2 CPE,SIRT5 block,Statin myotox sup,PglD inh,E-sel inducer,S100A4 MyoIIA
NNc1nc2sc3c(c2c(=O)n1Cc1ccccc1)CCC3,-6,-1,-3,-3,11,0.8,-7
COc1cccc(S(=O)(=O)N[C@@H]2CC[C@H](CC(=O)NC3Cc4ccccc4C3)O[C@@H]2CO)c1,-3,0,-1,12,-2,-0.1,7
COc1ccc(-n2nnnc2SCC(=O)NC2CCCC2)cc1OC,1,3,1,4,2,-2.1,5
CCN(CC(=O)NCc1cccs1)C(=O)COc1ccc(C(C)=O)cc1,0,5,-3,4,5,.,-12
CNC(=O)Oc1ccc2c(c1)[C@]1(C)CCN(C)[C@@H]1N2C,0&5,-7&14,-3&-2,0&3,-7&4,0.2&0.7,2&-1
CN(CCc1ccccn1)c1ccc([N+](=O)[O-])cn1,-2,0,-3,3,-2,.,0
CCc1nnc(NC(=O)CC(C)c2ccccc2)s1 (centres undefined),5,15,-3,6,0,.,-4
COc1cc2ncnc(N[C@H](C)c3ccccc3)c2cc1OC,-3,.,-1,12,6,.,50

# Single values from the entries so far.
# `CCc1nnc(NC(=O)CC(C)c2ccccc2)s1` (centres undefined) – SIRT5 block: -3
# `COc1cccc(S(=O)(=O)N[C@@H]2CC[C@H](CC(=O)NC3Cc4ccccc4C3)O[C@@H]2CO)c1` – E-sel inducer: -0.1
# `CN(CCc1ccccn1)c1ccc([N+](=O)[O-])cn1` – PglD inh: -2

# (continued)
Compound,ERp5 inh,DENV2 CPE,SIRT5 block,Statin myotox sup,PglD inh,E-sel inducer,S100A4 MyoIIA
CCC(=O)Nc1ccc2c(c1)C(=O)N(C)C[C@@H](OC)[C@@H](C)CN(C(=O)c1ccccn1)[C@H](C)CO2,-1,.,1,0,0,-0.2,10
C[C@H](CO)N1C[C@H](C)[C@H](CN(C)Cc2ccncc2)Oc2c(NC(=O)Nc3ccc(C(F)(F)F)cc3)cccc2C1=O,-4,-1,-1,19,-1,-4.5,4
O=C(N/N=C/c1ccccc1F)C(=O)N1CCCCCC1,3,0,5,-4,-1,0.0,0
CCCc1ccc2oc(C(=O)N3CCN(CCC(N)=O)CC3)c(C)c2c1,4,-2,-2,-24,1,.,0
O=C1Nc2ccccc2C(=O)N(c2ccc3c(c2)OCCO3)C1C(=O)NC1CC1 (centres undefined),-5,-12,0,.,.,-0.3,1
O=C(C1CCOCC1)N1C[C@@H]2[C@H](c3ccccc31)[C@H](CO)N2C(=O)Nc1cccc(F)c1,1,-7,2,-1,0,0.3,-7
CN(C)Cc1cc(C(C)(C)C)cc(C(C)(C)C)c1O,5,1,1,.,.,0.3,-1
CCCC(=O)N1CCCC1(C)C(=O)Nc1cc(OC)c(OC)c(OC)c1 (centres undefined),-4,-2,5,7,0,-0.1,-3
C[C@H](CO)N1C[C@H](C)[C@H](CN(C)C(=O)Nc2ccc(F)cc2)Oc2c(NC(=O)Nc3ccc(C(F)(F)F)cc3)cccc2C1=O,1,4,3,14,3,0.0,-43
COc1ccccc1NC(=O)NNC(=O)c1cc2ccccc2cc1O,-3,5,-3,-3,3,.,0
CSc1ccc(CN(C)CC(=O)Nc2cccc(Br)c2)cc1,3,-3,-5,0,-3,3.3,-7
CCS(=O)(=O)N1[C@H](CO)[C@@H](c2ccccc2)C12CN(C(=O)c1ccccc1F)C2,3,15,1,.,.,0.0,3
CCc1ccc(NC(=O)CCn2c(=O)c3cccn3c3ccccc32)cc1,1,4,-2,1,-1,.,-5
C=CCNC(=O)c1ccc(-c2cccc([N+](=O)[O-])c2)o1,3,.,3,.,-2,.,-8
CN(C)CC(=O)N1[C@H](C#N)[C@@H](c2ccc(C#CC3CCCCC3)cc2)[C@H]1CO,7,?,4,-4,3,-0.3,-16
CC1CCCN(C(=O)COC(=O)C2CCN(S(=O)(=O)c3ccc4c(c3)OCCO4)CC2)C1 (centres undefined),4,-3,-1,1,-3,0.0,-3

# Other results follow.
# Screens in order: ERp5 inh, DENV2 CPE, SIRT5 block, Statin myotox sup, PglD inh, E-sel inducer, S100A4 MyoIIA
- O=C(NC(Cc1ccccc1)C(=O)O)/C(=C/c1ccccc1)NC(=O)c1ccc(Br)o1 (centres undefined)
    6, 17, 3, -2, -3, ., -3
- COc1ccc2c(c1)[nH]c1c(=O)n(Cc3ccncc3)cnc12
    6, 1, -4, ., -3, 3.4, 5
- O=C1N=c2ccccc2=C1c1sc(=S)n(NC(=O)c2ccccc2)c1O
    3, 0, -2, ., -3, -0.2, -5
- NC(CCc1ccccc1)c1csc(Nc2ccccn2)n1 (centres undefined)
    10, 13, -4, ., -1, 1.0, 7
- CCc1nccn1CCC(=O)NC1CCCc2c1cnn2-c1ccc(F)cc1F (centres undefined)
    4, 13, -15, -6, -8, -1.6, -8
- C[C@@H]1CCCCO[C@@H](CN(C)S(=O)(=O)c2cn(C)cn2)[C@@H](C)CN([C@H](C)CO)C(=O)c2cc(NS(C)(=O)=O)ccc2O1
    -1, -1, 1, ., -1, -0.2, -29
- Cc1ccc(S(=O)(=O)N(C)C[C@@H]2OCc3cnnn3CCCC(=O)N([C@H](C)CO)C[C@H]2C)cc1
    3&1&1, ?, -6&-3&-1, 1&-5&-11, 2&-1&-1, -0.2&0.3, 1&18&-1
- C[C@@H]1CN([C@@H](C)CO)C(=O)Cc2cc(NC(=O)CCN3CCOCC3)ccc2O[C@@H]1CN(C)Cc1ccccc1
    2, -2, 1, -7, 3, 0.4, -10
- C[C@@H]1CN([C@@H](C)CO)C(=O)c2cccc(NC(=O)Nc3ccccc3)c2O[C@@H]1CN(C)S(=O)(=O)c1ccc(Cl)cc1
    1, 9, 5, 62, -3, 0.5, -3
- O=C(C[C@H]1CC[C@@H](NC(=O)Nc2cc(F)ccc2F)[C@H](CO)O1)NCc1ccncn1
    -7, -6, 0, 7, 4, 0.1, -49
- CC(C)(C)NC(=O)C1C(c2ccc(C(F)(F)F)cc2)=Nc2ccccc2N1C(=O)c1cccc(C(F)(F)F)c1 (centres undefined)
    7, 19, -4, ., ., 0.0, 4
- S=C1NCN(Cc2cccnc2)CN1
    ., -5, 6, ., 2, ., 0
- Cc1ccccc1OCC(O)CNC1CCC(NCC(O)COc2ccccc2C)CC1 (centres undefined)
    0, -1, -7, -258, 3, 0.4, -1
- O=C1OCCC1Sc1nnc(-c2cccnc2)n1-c1ccccc1F (centres undefined)
    0, -5, -1, ., ., ., 2
- Cc1ccc(S(=O)(=O)N2CCN(c3ncccn3)CC2)c(C)c1
    4, -1, -3, 0, 0, ., -2
- CCC(C)(C(=O)NC1CCCCC1)N(CC1CCCO1)C(=O)Cc1cccs1 (centres undefined)
    1, 7, -3, -10, 1, 3.7, 2
- CN1C(=O)c2cc(NC(=O)c3ccc(F)c(F)c3)ccc2OC[C@H]2O[C@H](CC(=O)N[C@@H]3CCN(Cc4ccccc4)C3)CC[C@H]21
    -2, -4, 5, 8, 4, -0.1, -8
- COc1ccc2[nH]c(C(O)(Cc3cccnc3)Cc3cccnc3)cc2c1
    -4, -7, -3, ., 1, ., 1
- O=C(NCC(=O)N1CC(O)CC1C(=O)N1CC(O)CC1C(=O)OCc1ccccc1)OCc1ccccc1 (centres undefined)
    -3, -1, 2, ., ., 1.6, 2
- C[C@@H]1CN([C@@H](C)CO)C(=O)CCCn2nncc2CO[C@@H]1CN(C)C(=O)c1cc(-c2ccccc2)on1
    -19&-3&-1, 6&4&-5, 0&5&-1, -5&1&-1, 1&4&-4, -0.1&-0.1, 5&-4&-2
- O=C(N/N=C/C=C\c1ccccc1[N+](=O)[O-])c1ccccn1
    1, 2, 1, ., ., 0.0, 1
- Cc1cc(C)cc(NC(=O)CSc2nnc(-c3cc(C)[nH]n3)n2N)c1
    ., 14, -1, 14, 0, ., -4
- O=C(C[C@H]1CC[C@H]2[C@@H](COC[C@H](O)CN2C(=O)C2CCOCC2)O1)NCc1ccncc1
    -1, 3, -2, -11, 1, -0.2, -16
- COc1ccc(/C=N/NC(=O)c2ccc(Br)cc2)cc1Cn1cc(Cl)cn1
    3, 2, -4, ., ., ., -18
- CCc1ccc(S(=O)(=O)Nc2ccc(-c3nc4cccnc4s3)cc2)s1
    1, -2, -3, 3, 4, 0.4, -3
- CCOc1ccc(NC(=S)Nc2ccc(OC)cc2)cc1
    -2, 2, -7, -9, 7, ., 3
- NC(=O)NCC#Cc1ccc2c(c1)[C@]1(C(=O)N2)[C@H](c2ccccc2OCCO)N2[C@H](c3ccccc3)[C@H](c3ccccc3)OC(=O)[C@H]2[C@@H]1C(=O)N1CCCCCCC1
    1, 0, 9, ., ., ., 11
- Cc1ccc2nc(/C=C/c3cccc(F)c3)ccc2c1
    2, -1, -2, ., ., ., -3
- Cc1ccc(CN2CC(N3CCN(CC4CC4)CC3)CS2(=O)=O)cc1 (centres undefined)
    3, 1, -6, -6, 2, -0.1, 1
